PTHR1 agonist: PTHR1 (human) receptor agonism. Q03431. HEK293 GP2 PTHR1 cells, GloSensor cAMP luminescence, 1 h. Potency, µM (top dose mostly 115 µM), for inactives: at the top dose activation, usual class: activators. hit rate 0.075% among 410,000. AID 743266; further: nearly all actives have a fitted effect of over 55% in size; some results filed as inactive show a strong effect at the top dose; inactives centre near -15; many of its hits are not listed in these tables
Target sequence (Q03431 whole entry, looked up): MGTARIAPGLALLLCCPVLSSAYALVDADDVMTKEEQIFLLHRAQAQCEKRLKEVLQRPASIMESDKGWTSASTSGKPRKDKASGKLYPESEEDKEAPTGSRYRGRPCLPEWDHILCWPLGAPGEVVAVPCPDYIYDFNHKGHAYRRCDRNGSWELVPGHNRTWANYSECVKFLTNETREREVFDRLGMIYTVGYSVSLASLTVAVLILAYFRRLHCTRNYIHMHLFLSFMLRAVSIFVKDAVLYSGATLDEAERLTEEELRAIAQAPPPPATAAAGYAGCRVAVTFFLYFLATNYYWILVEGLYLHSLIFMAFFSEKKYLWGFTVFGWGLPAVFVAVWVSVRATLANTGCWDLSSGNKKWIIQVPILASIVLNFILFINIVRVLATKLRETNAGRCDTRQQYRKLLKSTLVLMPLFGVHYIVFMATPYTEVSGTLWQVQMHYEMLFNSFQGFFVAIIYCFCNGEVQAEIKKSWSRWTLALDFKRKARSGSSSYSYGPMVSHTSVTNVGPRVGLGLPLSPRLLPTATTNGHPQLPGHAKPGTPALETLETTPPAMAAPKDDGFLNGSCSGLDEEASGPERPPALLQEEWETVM
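HEK-293-derived GP2 cells expressing PTHR1 and a GloSensor cAMP reporter, 3,000/well, plated overnight, given luciferin plus IBMX (each 0.5 mM as added) for 1 h at 37 °C, then compound for 1 h at 37 °C. Luminescence was read after 15 min at room temperature.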
EPAC2 agonist: agonists of human EPAC2 (RAPGEF4); hit rate 0.079% among 360,000; Q8WZA2; Potency, µM (titrated, usually from 154 µM), for the others: top-dose activation, hits mostly activators; EPAC2 activation, biochemical qHTS; response scale: 100% = 6.5 mM cAMP response; further: nearly all actives have a fitted effect of over 50% in size
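Compounds were added across a concentration range to EPAC2 (100 nM), RAP1B-BODIPY-GDP (250 nM) and GDP (50 uM). After 5 min at room temperature, fluorescence was recorded at 5-min intervals for 30 min.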
TDP43 rescue: TDP-43 toxicity inhibition in yeast | TDP-43 expressing yeast growth rescue, BacTiter-Glo, 24 h | Potency, µM (doses to about 46.1 µM), for the others: at the top dose growth rescue (activation), hits mostly activators | hit rate 1.8% among 410,000; further: % of control where 0% means no effect; nearly all actives have a fitted effect of over 50% in size
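Yeast cells expressing TDP-43 under galactose induction are exposed to compounds for 24 hr at 30 deg C. BacTiter-Glo luminescence measures growth, so protective compounds score as activators.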
aSyn rescue: inhibitors of alpha-synuclein toxicity in yeast. Yeast expressing alpha-synuclein, growth rescue, BacTiter-Glo, 24 h. Potency, µM (doses to about 46.1 µM), for inactives: at the top dose growth rescue (activation), most hits filed as activators. hit rate 0.14% among 370,000; further: % of control where 0% means no effect; nearly all actives have a fitted effect of over 65% in size
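Galactose-induced alpha-syn yeast (OD600=0.02, raffinose-pregrown) + pinned cpd, 24 hr, 30 deg C; growth by BacTiter-Glo luminescence. Growth restoration scores as activation.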
EPAC2 antagonist: EPAC2 (human) antagonism; Q8WZA2; EPAC2 GEF exchange of Rap1B-BODIPY-GDP, fluorescence; Potency, µM (highest dose often 114 µM), for the others: top-dose activity, negative = inhibition, actives largely listed as inhibitors; hit rate 0.18% among 360,000; AID 720708; further: on the % scale 0 is the no-effect control and ±100 the full control effect; nearly all actives have a fitted effect of over 45% in size; many of its hits are not listed in these tables
FUS yeast rescue: FUS proteinopathy suppression in yeast; AID 1347120; hit rate 0.24% among 390,000; Potency, µM (doses to about 76.6 µM), for the others: at the top dose growth rescue (activation), most hits filed as activators; S. cerevisiae FUS-expressing, growth rescue, OD600, 24 h;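 further: plate controls were DMSO vehicle for no effect and reference control for full effect; nearly all actives have a fitted effect of over 55% in size; some results filed as inactive show a strong effect at the top dose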
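FUS-expressing yeast, raffinose-pregrown, induced in 2% galactose minimal medium at OD 0.005; compounds in a dilution series, 24hr at 30C. Growth restoration read as absorbance at 600 nm. CP55940 positive control, DMSO negative.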
EPAC1 ag: EPAC1 (human) agonism; O95398; EPAC1 agonist qHTS, biochemical assay; response scale: 100% = response to 6.5 mM cAMP; Potency, µM (doses to about 154 µM), for inactives: at the highest dose activation, most hits filed as activators; hit rate 0.073% among 360,000; further: nearly all actives have a fitted effect of over 60% in size
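Nucleotide exchange by EPAC1 (100 nM) on Rap1B–BODIPY-GDP (250 nM) in the presence of 50 uM GDP is tracked fluorescently at 480/540 nm over 30 min. Signals are normalized to a 6.5 mM cAMP control.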
EPAC1 antag: EPAC1 (human) antagonism. AID 720709. Potency, µM (titrated, usually from 115 µM), without a hit: top-dose activity change, negative = inhibition, actives largely listed as inhibitors. EPAC1 GEF assay, Rap1b-BODIPY-GDP exchange fluorescence. hit rate 0.14% among 360,000. O95398;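 further: plate controls were vehicle for no effect and positive control for full effect; nearly all actives have a fitted effect of over 50% in size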
The depositor's hits bear a star; i = inactive; ? = inconclusive; . = not tested or not shown; [ ] = remark or other dose. The call rests on the fitted dose curve; in most records, active means well fitted curve in the direction sought with a large enough effect; inconclusive means small, poorly fitted or top-dose-only effect, or another doubt; inactive means no such curve, though single readings can be large; an effect the other way counts as inactive or inconclusive. Potency means the concentration at half of the fitted maximal effect. An excerpt. The share of hits here may be higher or lower than overall.

SMILES | PTHR1 agonist | EPAC2 agonist | TDP43 rescue | aSyn rescue | EPAC2 antagonist | FUS yeast rescue | EPAC1 ag | EPAC1 antag
COc1cccc(C2CC(OCCF)=CC(=O)O2)c1 (configuration not stated) | 11% | 13% | -23% | -5% | 13% | 3% | -4% | -14%
O=C(CN1CCCCCC1)N/N=C/c1cccc(Cl)c1 | i | 2% | 4% | -1% | 14% | . | -2% | -2%
O=C(CN1C(=O)/C(=C/c2ccco2)SC1=S)NC1CCS(=O)(=O)C1 (configuration not stated) | i | 6% | 3% | -1% | 13% | 26% | 5% | -6%
COc1ccc(OC)c(CCNC(=O)Cn2cccc2C(=O)c2ccccc2C)c1 | -1% | 12% | 11% | -1% | -17% | 19% | 0% | -20%
CCCCC(=O)Nc1nc(C)c(C(C)=O)s1 | i | -7% | 14% | 13% | -3% | -27% | -15% | 13%
CCCCN(C(=O)C1CCCC1)c1c(N)n(CC(C)C)c(=O)[nH]c1=O | -17% | 3% | 3% | -1% | 2% | -23% | 6% | 4%
O=C(CNc1ccc(Br)cc1)c1ccc(Br)s1 | -14% | 0% | 1% | 1% | 3% | -36% | 5% | -8%
COC(=O)CNC(=O)C(C)NC(=O)OCc1ccccc1 (configuration not stated) | -14%[57.5 µM] | 4% | -26% | -14% | -9% | ? | -9% | -21%
Cc1c(C(=O)C(=O)NCCCn2ccnc2)c2ccccc2n1C | -3% | 4% | -5% | -6% | 15% | -6% | -2% | 4%
COc1cc(NC(=O)CCCNC(=O)c2ccc(Cl)cc2)cc(OC)c1 | -7% | 7% | -4% | -10% | -10% | 7% | 11% | -2%
COC(=O)c1c(C)[nH]c(C(=O)C(C)OC(=O)c2ccco2)c1C (configuration not stated) | -3% | -5% | 17% | 5% | 10% | 8% | -3% | -1%
CCCCOc1ccc(NC(=O)CSc2nnnn2C)cc1 | i | 11% | 3% | -1% | 0% | -8% | 8% | 6%
O=C1NC[C@H](CCCCN2CCN(CCc3ccc(O)cc3)C(=O)C2=O)N(CCC2CCCCC2)C1=O | i | 5% | 11% | 1% | 8% | 12% | 5% | 10%
Cc1cc(C(=O)N/N=C/c2sccc2C)no1 | i | 7% | 17% | -1% | 13% | 7% | 1% | 13%
CC(C)(C)N1CC(c2nc3ccccc3n2Cc2ccccc2)CC1=O (configuration not stated) | -1% | 11% | -14% | -3% | -2% | 7% | 7% | 4%
NC(N)=N/N=C/c1ccc(OCc2ccccc2Cl)cc1 | 19%[57.5 µM] | -3% | -8% | -8% | -13% | ? | 8% | -25%
CCOc1ccc(-n2nc3c(Cl)nnc(C)c3c2C)cc1 | -5% | 3% | 1% | 2% | -1% | . | -2% | -1%
COc1ccc(C)cc1N(C(=O)CNC(=O)c1ccco1)C(C(=O)NCC1CCCO1)c1ccccc1 (configuration not stated) | i | 6% | -15% | -2% | 2% | 32% | -2% | 9%
CC(=O)c1cccc(OCC(=O)Nc2cc(Cl)ccc2-n2cncn2)c1 | -16% | 7% | 1% | 4% | 11% | -8% | 14% | -6%
Cc1ccc(CNC(=O)CCS(=O)(=O)c2ccc(Br)cc2)cc1 | i | -11% | -11%[0.397 µM] | 4% | 20% | 15% | -11% | -29%
CCOC(=O)c1sc(NC(=O)c2cc(-c3ccccc3)nc3ccccc23)c(C#N)c1C | -34%[inhibitor] | 2% | 9% | -41%[inhibitor] | 10% | -11% | -5% | -10%
Fc1ccc(Nc2nc(N3CCOCC3)nc(N3CCOCC3)n2)cc1 | -12% | 4% | -11% | 1% | 6% | 1% | 1% | 1%
C=CCn1c(COc2cccc(C)c2)nnc1SCC(=O)c1c[nH]c2c(CC)cccc12 | -17% | 4% | 11% | 3% | -4% | -12% | 8% | -1%
O=C(NCc1ccccc1)C(Cc1ccccc1)NS(=O)(=O)c1cccc2nsnc12 (configuration not stated) | -12% | -6% | -12% | 0% | 0% | 2% | 1% | 17%
O=C(COCC(=O)N/N=C/c1ccc(F)cc1)N/N=C/c1ccc(F)cc1 | i | -3% | -1% | 0% | 8% | 20% | -2% | -4%

3 compounds out of the list above, arranged by the number in FUS yeast rescue, falling.
| SMILES | PTHR1 agonist | EPAC2 agonist | EPAC2 antagonist | FUS yeast rescue | EPAC1 antag |
| --- | --- | --- | --- | --- | --- |
| O=C1NC[C@H](CCCCN2CCN(CCc3ccc(O)cc3)C(=O)C2=O)N(CCC2CCCCC2)C1=O | i | 5% | 8% | 12% | 10% |
| COC(=O)c1c(C)[nH]c(C(=O)C(C)OC(=O)c2ccco2)c1C (configuration not stated) | -3% | -5% | 10% | 8% | -1% |
| COc1cccc(C2CC(OCCF)=CC(=O)O2)c1 (configuration not stated) | 11% | 13% | 13% | 3% | -14% |

Single records (already shown). Values in the order: PTHR1 agonist | EPAC2 agonist | TDP43 rescue | aSyn rescue | EPAC2 antagonist | FUS yeast rescue | EPAC1 ag | EPAC1 antag
CC(=O)c1cccc(OCC(=O)Nc2cc(Cl)ccc2-n2cncn2)c1 in the list: -16% | 7% | 1% | 4% | 11% | -8% | 14% | -6%
Cc1cc(C(=O)N/N=C/c2sccc2C)no1 in the list: i | 7% | 17% | -1% | 13% | 7% | 1% | 13%

The listing picks up with the 6 entries that preceded the break.
SMILES | PTHR1 agonist | EPAC2 agonist | TDP43 rescue | aSyn rescue | EPAC2 antagonist | FUS yeast rescue | EPAC1 ag | EPAC1 antag
Cc1ccc(CNC(=O)CCS(=O)(=O)c2ccc(Br)cc2)cc1 | i | -11% | -11%[0.397 µM] | 4% | 20% | 15% | -11% | -29%
CCOC(=O)c1sc(NC(=O)c2cc(-c3ccccc3)nc3ccccc23)c(C#N)c1C | -34%[inhibitor] | 2% | 9% | -41%[inhibitor] | 10% | -11% | -5% | -10%
Fc1ccc(Nc2nc(N3CCOCC3)nc(N3CCOCC3)n2)cc1 | -12% | 4% | -11% | 1% | 6% | 1% | 1% | 1%
C=CCn1c(COc2cccc(C)c2)nnc1SCC(=O)c1c[nH]c2c(CC)cccc12 | -17% | 4% | 11% | 3% | -4% | -12% | 8% | -1%
O=C(NCc1ccccc1)C(Cc1ccccc1)NS(=O)(=O)c1cccc2nsnc12 (configuration not stated) | -12% | -6% | -12% | 0% | 0% | 2% | 1% | 17%
O=C(COCC(=O)N/N=C/c1ccc(F)cc1)N/N=C/c1ccc(F)cc1 | i | -3% | -1% | 0% | 8% | 20% | -2% | -4%
O=C1CC(c2ccco2)CC(O)=C1C=NCCN1CCNCC1 (configuration not stated) | i | -5% | -6% | -2% | 5% | 16% | 0% | 2%
CC(C)CN(C(=O)CC1OC(=O)c2ccccc21)c1c(N)n(Cc2ccccc2)c(=O)[nH]c1=O (configuration not stated) | i | -1% | 16% | 1% | 8% | 17% | ? | -1%
Cc1c(Cc2ccccc2)c(=O)oc2c(C)c(OCC(=O)N3CCC(C(=O)O)CC3)ccc12 | -7% | -1% | ? | 6% | ? | ? | -4% | -7%
Cc1ccc(S(=O)(=O)N2CC3CCCN3c3ccc(C(F)(F)F)cc32)cc1 (configuration not stated) | 1% | 6% | -5% | 1% | -13% | 52% | -1% | -28%
COc1ccccc1N1C(=S)NC2CS(=O)(=O)CC21 (configuration not stated) | i | 7% | -14% | 3% | -8% | 2% | 15% | 8%
Cc1c(Cl)cccc1NC(=O)CSc1nnnn1C | i | -3% | 18% | 1% | 4% | . | 7% | -1%
COCCn1c(C)cc(C(=O)CSc2nnnn2C2CCCC2)c1C | -13% | 1% | ? | 11% | 10% | . | 1% | 1%
COC(=O)[C@H](Cc1ccccc1)NS(=O)(=O)N[C@@H](Cc1ccccc1)C(=O)OC | i | -2% | -8% | 1% | -7% | 1% | 3% | -5%
COc1ccc(C2=NN(c3nc4ccccc4s3)C(=O)/C2=C\N(C)C)cc1 | -24% | -13% | -2% | 0% | 14% | 12% | 0% | 0%
O=C(O)c1cc(-c2ccccc2)nn1CC1CC(c2cccc([N+](=O)[O-])c2)=NO1 (configuration not stated) | 8% | 2% | 21% | -2% | -8% | 3% | -25% | -10%
CCOC(=O)C1=C(COC(=O)[C@@H](NC(=O)c2cccc(C)c2)C(C)C)NC(=O)NC1C (some centres not stated) | i | -4% | 0% | 4% | 7% | 8% | -4% | -3%
CCOC(=O)C1CCCN(CC(=O)Nc2cccc(C(C)=O)c2)C1 (configuration not stated) | -11% | 6% | 1% | -3% | 6% | -32% | 5% | -2%
Cc1cccc2[nH]c(SCC(=O)O)nc12 | i | 0% | 13% | 1% | 3% | 4% | 5% | -1%
Cc1cccc(NC(=O)CCS(=O)(=O)c2ccccc2)n1 | i | 3% | -12% | 3% | 1% | 1% | -3% | 27%
CC(C)C(=O)NC(=S)Nc1ccc(S(=O)(=O)NC(C)(C)C)cc1 | -6% | 0% | 17% | 2% | -7% | 17% | 5% | -2%
CCN(CC)S(=O)(=O)c1ccc(N=Nc2c(N)[nH]c(=O)[nH]c2=O)cc1 | i | -14% | -25% | -2% | 14% | 15% | 2% | -8%
Cc1cc(C(=O)Nc2ccncc2)ccc1[N+](=O)[O-] | -5% | 5% | 16% | 1% | 7% | -1% | 5% | -10%
O=C(Nc1ccc(CN2CCOCC2)cc1)c1cc2ccccc2o1 | -37%[inhibitor] | 2% | -15% | 13% | -2% | -5% | -2% | -1%
O=C(CCCN1C(=O)c2cccc3cccc(c23)C1=O)N1CCN(c2ccccc2O)CC1 | -10% | 1% | ? | 3% | -11% | . | -4% | 11%
COc1ccc(C(=O)c2oc3ccc(OC)cc3c2N)cc1 | -17% | -9% | 11µM* | 1% | -21% | -12% | -11% | ?
CC(C)OC(=O)/C(=C\c1cccnc1)NC(=O)c1ccccc1 | i | 4% | 4% | -1% | -1% | -24% | 3% | 0%
Cc1cc(OCC(=O)Nc2ccccc2C)no1 | i | 8% | 17% | -6% | 1% | -10% | 8% | 0%
COCCCn1c(C(C)C)nc2oc3cc(OC)ccc3c(=O)c2c1=O | i | 6% | 3% | 0% | -3% | 8% | -1% | 1%
CSc1nc(N)c2c3c(sc2n1)COC(C(C)C)C3 (configuration not stated) | 10%[57.5 µM] | -4% | 9% | -1% | 14% | -7% | 2% | 5%
